p53ts 32C tox: cytotoxicity in p53ts cells at permissive temperature; actives 0.93% (n = 130,000); AID 924; Potency, µM (highest dose often 46.1 µM), for the others: at the highest dose activity change, negative = cytotoxicity, usual class: cytotoxic; H1299-p53A138V at 32C, ATP luminescence viability, 24 h;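 further: 0% = DMSO and -100% = full killing by reference compound; nearly all actives have a fitted effect of over 55% in size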
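Cells: H1299 p53ts (A138V), 600/well, pre-incubated 16–30 h at 37C. Cpd up to 46 uM, 24 h, 32C. Readout: ATPlite luminescence, 20 min RT. Normalization: DMSO vs tamoxifen 100 uM. AC50 by Hill equation.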
p53ts 39C tox: kills p53ts cells at the nonpermissive temperature. Potency, µM (titrated, usually from 46.1 µM), without a hit: top-dose activity change, negative = cell killing, usual class: cytotoxic. actives 1.5% (n = 130,000). AID 902. H1299-p53A138V viability at 39C, ATP luminescence, 24 h; further: nearly all actives have a fitted effect of over 55% in size
IkB sig inh: suppresses IkB signaling in ABC-DLBCL reporter cells | ABC-DLBCL IkBa-CBG/CBR dual luciferase ratio, 4 h; response scale: scaled: untreated 0%, proteasome inhibitor 100% | Potency, µM (series often up to 57.1 µM), inactives show at the highest dose IkBa stabilization activation | actives 0.04% (n = 110,000) | AID 445; active means well fitted curve in the direction sought with a large enough effect in the signal ratio, not every such curve was filed as active; inconclusive means small, poorly fitted or top-dose-only effect, or a change in a side signal; the % refers to the signal ratio;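 further: the direction sought is a rising ratio; 0% = basal untreated cells and 100% = reference inhibitor full response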
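Curves were fitted separately to fusion (green), unfused (red) and ratio luminescence, then classed by r2, magnitude and activity. Cells: OCI-Ly3, 4 h compound plus doxycycline at 37C; 10 uM MG-132 defined full response.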
Peg3 imprint: inducers of genomic imprint erasure in mouse ES cells | mouse ES Peg3-LacZ reporter, beta-gal luminescence, 40 h | actives 0.02% (n = 110,000) | Potency, µM (series often up to 60.7 µM), inactives show at the highest dose activity change, positive = activation, hits mostly activators | AID 1948;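 further: 0% = negative control wells on the plate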
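Gelatin-coated wells received 300 freshly trypsinized female ES cells with a Peg3LacZ-Neo reporter on the maternal allele, then incubated 40 hours at 37C. BetaGlo was added for 5 minutes at room temperature before a single luminescence read.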
* marks the source's active call; other numbers are inactive results; [ ] = another dose, or the depositor's remark. Unless noted, the call rests on the fitted dose curve; in most records, active means well fitted curve in the direction sought with a large enough effect; inconclusive means small, poorly fitted or top-dose-only effect, or another doubt; inactive means no such curve, though single readings can be large; an effect the other way counts as inactive or inconclusive. Unless noted, on the % scale 0 is the no-effect control and ±100 the full control effect; potency means the concentration at half of the fitted maximal effect.

`CCOC(=O)c1ccc(N2C(=O)c3[nH]nc(-c4ccc(C)cc4)c3C2c2ccc(O)cc2)cc1` (stereo not drawn) gave p53ts 32C tox -1%, p53ts 39C tox 9%, IkB sig inh inconclusive and Peg3 imprint -13%[10.9 µM].
`CCc1c(C)[nH]c2ccccc2c1=O` gave p53ts 32C tox -14%, p53ts 39C tox -7%, IkB sig inh -1.0% and Peg3 imprint -4%.
O=C(CCCNC(=O)/C(=C/c1ccc(Br)cc1)NC(=O)c1ccccc1)OCc1ccccc1 was read as p53ts 32C tox 23% and p53ts 39C tox 2%.
For O=C(Nc1ccc(NC(=O)C2CC2)nc1)c1ccccn1 the results were p53ts 32C tox 13µM*, p53ts 39C tox 6.3µM*, IkB sig inh inconclusive and Peg3 imprint -88%[inhibitor].
Screening C=C(C)C1CC[C@]2(CO)CC[C@@]3(C)[C@H](CCC4[C@@]5(C)CCC(O)C(C)(C)C5CC[C@@]43C)C12 (stereo partly drawn) returned p53ts 32C tox 8%, p53ts 39C tox 11% and Peg3 imprint inconclusive.
For COC(=O)c1sccc1NC(=O)CN1CCN(c2ccc(F)cc2)CC1 the results were p53ts 32C tox 4%, p53ts 39C tox 2%, IkB sig inh inconclusive and Peg3 imprint -2%.
Screening COc1ccccc1NC(=O)c1c(-c2ccc(C)cc2)nnc2ccccc12 returned p53ts 32C tox 7%, p53ts 39C tox -24%, IkB sig inh inconclusive and Peg3 imprint 6%[10.9 µM].
Cc1ccc(Cl)cc1N1CCN(Cc2nc3c(c(=O)[nH]c(=O)n3C)n2CCc2ccccc2)CC1 was read as p53ts 32C tox -1%, p53ts 39C tox -8%, IkB sig inh -0.4% and Peg3 imprint -3%.
For COc1ccc(-c2noc(CSc3nnc(C)n3-c3ccc(C)c(C)c3)n2)c(OC)c1 the results were p53ts 32C tox 1%, p53ts 39C tox -11%, IkB sig inh inconclusive and Peg3 imprint -23%[10.9 µM].
`OCCCN=C1CCCCC1` gave p53ts 32C tox 4%[9.22 µM], p53ts 39C tox 26%[9.22 µM], IkB sig inh -1.4%[11.4 µM] and Peg3 imprint -7%[10.9 µM].
`Cc1ccc(CN(Cc2ccco2)C(=O)c2ccccc2Br)o1` gave p53ts 32C tox 4%, p53ts 39C tox -21%, IkB sig inh inconclusive and Peg3 imprint -13%[10.9 µM].
Screening O=C(CC1COc2ccccc2O1)NCc1ccccc1 (stereo not drawn) returned p53ts 32C tox 2%, p53ts 39C tox 5%, IkB sig inh -0.4% and Peg3 imprint -4%.
COc1ccc(C(=O)Nc2nc3c(s2)CCc2cc(OC)ccc2-3)cc1 was read as p53ts 32C tox -22%, p53ts 39C tox inconclusive, IkB sig inh inconclusive and Peg3 imprint -10%[10.9 µM].
For COc1cccc(CSc2nc3ccncc3n2CC(=O)Nc2ccc(OC)c(OC)c2OC)c1 the results were p53ts 32C tox inconclusive, p53ts 39C tox inconclusive, IkB sig inh inconclusive and Peg3 imprint -2%[10.9 µM].
CS(=O)(=O)c1ccc2nc(NC(=O)CN3CCCCCC3)sc2c1 was read as p53ts 32C tox -12%, p53ts 39C tox 4%, IkB sig inh 1.2% and Peg3 imprint 15%.
CCOc1ccc(C2C3=C(CCCC3=O)Nc3nc(C(F)(F)F)nn32)cc1OC (stereo not drawn) was read as p53ts 32C tox 3%, p53ts 39C tox -4%, IkB sig inh -0.5% and Peg3 imprint inconclusive.
Screening COC(=O)c1c(NC(=O)c2c(C)noc2C)sc2c1CCCCCC2 returned p53ts 32C tox -7%, p53ts 39C tox -4%, IkB sig inh 0.0% and Peg3 imprint 5%.
`CN(C)c1ncnc2ccc(-c3ccccc3C(F)(F)F)cc12` gave p53ts 32C tox 0%, p53ts 39C tox -11%, IkB sig inh 2.3%[11.4 µM] and Peg3 imprint -19%.
Screening CCOc1ccc(-n2ccnc2SCC(=O)Nc2cc(C)ccc2C)cc1 returned p53ts 32C tox 2%, p53ts 39C tox -14%, IkB sig inh 0.2% and Peg3 imprint -13%[10.9 µM].
`OCCN1CCN(C(=S)c2ccc(Cl)cc2)CC1` gave p53ts 32C tox 6%, p53ts 39C tox 8%, IkB sig inh -0.3% and Peg3 imprint -2%.

Nine structures already listed, sorted by length of the SMILES, largest number first.
Screening C=C(C)C1CC[C@]2(CO)CC[C@@]3(C)[C@H](CCC4[C@@]5(C)CCC(O)C(C)(C)C5CC[C@@]43C)C12 (stereo partly drawn) returned p53ts 32C tox 8%, p53ts 39C tox 11% and Peg3 imprint inconclusive.
`CCOC(=O)c1ccc(N2C(=O)c3[nH]nc(-c4ccc(C)cc4)c3C2c2ccc(O)cc2)cc1` (stereo not drawn) gave p53ts 32C tox -1%, p53ts 39C tox 9%, IkB sig inh inconclusive and Peg3 imprint -13%[10.9 µM].
O=C(CCCNC(=O)/C(=C/c1ccc(Br)cc1)NC(=O)c1ccccc1)OCc1ccccc1 was read as p53ts 32C tox 23% and p53ts 39C tox 2%.
For COc1ccc(-c2noc(CSc3nnc(C)n3-c3ccc(C)c(C)c3)n2)c(OC)c1 the results were p53ts 32C tox 1%, p53ts 39C tox -11%, IkB sig inh inconclusive and Peg3 imprint -23%[10.9 µM].
COc1ccc(C(=O)Nc2nc3c(s2)CCc2cc(OC)ccc2-3)cc1 was read as p53ts 32C tox -22%, p53ts 39C tox inconclusive, IkB sig inh inconclusive and Peg3 imprint -10%[10.9 µM].
For COC(=O)c1sccc1NC(=O)CN1CCN(c2ccc(F)cc2)CC1 the results were p53ts 32C tox 4%, p53ts 39C tox 2%, IkB sig inh inconclusive and Peg3 imprint -2%.
Screening CCOc1ccc(-n2ccnc2SCC(=O)Nc2cc(C)ccc2C)cc1 returned p53ts 32C tox 2%, p53ts 39C tox -14%, IkB sig inh 0.2% and Peg3 imprint -13%[10.9 µM].
Screening O=C(CC1COc2ccccc2O1)NCc1ccccc1 (stereo not drawn) returned p53ts 32C tox 2%, p53ts 39C tox 5%, IkB sig inh -0.4% and Peg3 imprint -4%.
`CCc1c(C)[nH]c2ccccc2c1=O` gave p53ts 32C tox -14%, p53ts 39C tox -7%, IkB sig inh -1.0% and Peg3 imprint -4%.

The results go on:
For CCC(=O)N1CCCc2cc(S(=O)(=O)N3CCN(c4ccccn4)CC3)ccc21 the results were p53ts 32C tox -1%, p53ts 39C tox -9%, IkB sig inh 2.4% and Peg3 imprint -12%.
CCNC(=O)Nc1cc2nc(C)n(Cc3ccc(Br)cc3)c2nc1C was read as p53ts 32C tox -5%, p53ts 39C tox 4%, IkB sig inh 0.2% and Peg3 imprint -12%.
For CC1CCCCN1Cc1ccc(N)cc1 (stereo not drawn) the results were p53ts 32C tox -4% and p53ts 39C tox 19%.
Screening CCOc1ccccc1N=C1NC(=O)CS1 returned p53ts 32C tox 4%, p53ts 39C tox 8%, IkB sig inh -0.6% and Peg3 imprint 1%.
`COCCNC(=O)c1ccc(N(C)S(=O)(=O)c2ccc(OC)c(OC)c2)cc1` gave p53ts 32C tox 11%, p53ts 39C tox 2%, IkB sig inh -0.4% and Peg3 imprint -3%.
Screening COC(=O)CCC(=O)Nc1ccc(S(=O)(=O)N2CCCCCC2)cc1 returned p53ts 32C tox 0%, p53ts 39C tox -3%, IkB sig inh 15% and Peg3 imprint -7%.
`Cc1cc(C)c2[nH]c(=O)c(C(c3nnnn3CC3CCCO3)N3CCC(C)CC3)cc2c1` (stereo not drawn) gave p53ts 32C tox -3%, p53ts 39C tox 10%, IkB sig inh -0.2% and Peg3 imprint 1%.
`COc1ccc(-n2cc(C(=O)N(CCN(C)C)Cc3ccccc3)c3ccccc3c2=O)cc1` gave p53ts 32C tox 4%, p53ts 39C tox inconclusive, IkB sig inh inconclusive and Peg3 imprint -13%[10.9 µM].
COC(=O)C1=C(NC(=O)c2ccc(C)c(C)c2)CCS1 was read as p53ts 32C tox 3%, p53ts 39C tox -17%, IkB sig inh -2.4% and Peg3 imprint -46%[inhibitor].
Screening O=C(Cc1cccs1)N1CCCC(c2nc(-c3ccc(S(=O)(=O)N4CCCC4)cc3)no2)C1 (stereo not drawn) returned p53ts 32C tox 5%, p53ts 39C tox -1%, IkB sig inh inconclusive and Peg3 imprint -16%.
For O=C1OCCC1Sc1nnc(-c2ccc3c(c2)OCO3)n1-c1ccccc1 (stereo not drawn) the results were p53ts 32C tox -2%, p53ts 39C tox 0%, IkB sig inh -1.1% and Peg3 imprint -11%.
For COc1cc(-c2cc3n(C)c(C)c(CCC(=O)O)c(=O)n3n2)cc(OC)c1OC the results were p53ts 32C tox 5%, p53ts 39C tox 21%, IkB sig inh -1.5% and Peg3 imprint -6%[10.9 µM].
Screening Cc1ccc(NC(=O)C(=O)NCC(c2cccnc2)N2CCOCC2)cc1 (stereo not drawn) returned p53ts 32C tox 0%, p53ts 39C tox -1%, IkB sig inh 0.7% and Peg3 imprint 22%[10.9 µM].
For CCOc1ccc(N(CC(=O)NCCCOC)S(C)(=O)=O)cc1 the results were p53ts 32C tox -5%, p53ts 39C tox 3%, IkB sig inh 0.4% and Peg3 imprint -3%.
`Cn1c(=O)[nH]c(=O)c2c1nc(CN1CCN(c3ccc(F)cc3)CC1)n2CCCc1ccccc1` gave p53ts 32C tox -2%, p53ts 39C tox -1%, IkB sig inh -0.3% and Peg3 imprint -7%.
O=C1CC(c2ccc(F)cc2F)c2cc3c(cc2N1)OCO3 (stereo not drawn) was read as p53ts 32C tox 6%, p53ts 39C tox -28%, IkB sig inh inconclusive and Peg3 imprint -10%[10.9 µM].
O=C(NCc1ccccc1Cl)c1cc(-c2ccccc2)n[nH]1 was read as p53ts 32C tox -8%, p53ts 39C tox -5%, IkB sig inh inconclusive and Peg3 imprint 18%[10.9 µM].
`CC(CC1C(C#N)=C(N)SC(N)=C1C#N)c1ccccc1` (stereo not drawn) gave p53ts 32C tox 6%, p53ts 39C tox -16%, IkB sig inh 2.3% and Peg3 imprint -15%.
Screening CC1CC(C)(C)N(C(=O)NC2CCCCC2)c2ccccc21 (stereo not drawn) returned p53ts 32C tox 8% and p53ts 39C tox 17%.
Cn1ncc(Cl)c1C(=O)Nc1sc2c(c1C(N)=O)CCC2 was read as p53ts 32C tox 11% and p53ts 39C tox 21%.
For COC(=O)c1ccc(NC(=O)CSc2ccc(-c3sc(-c4ccccc4)nc3C)nn2)cc1 the results were p53ts 32C tox -2%, p53ts 39C tox 3%, IkB sig inh 19% and Peg3 imprint -10%[10.9 µM].
Screening Cc1cc(C)nc(NS(=O)(=O)c2cccs2)c1 returned p53ts 32C tox 1%, p53ts 39C tox 0%, IkB sig inh 0.2% and Peg3 imprint -6%.
Screening C[C@@H](c1ccccc1)N1C(=O)[C@H]2[C@H]3[C@H](O)[C@H](O)C/C(=N/OCc4ccccc4)[C@H]3CC[C@@H]2C1=O returned p53ts 32C tox -1%[9.22 µM] and p53ts 39C tox 5%[9.22 µM].
CCCCOCCCNC(=O)c1ccccc1OCC was read as p53ts 32C tox 8%, p53ts 39C tox 9%, IkB sig inh 0.3% and Peg3 imprint -15%.
NS(=O)(=O)c1cccc2c1c([N+](=O)[O-])cc1[nH]c(=O)c(=O)[nH]c12 was read as p53ts 32C tox 15%, p53ts 39C tox 20%, IkB sig inh -0.1% and Peg3 imprint -7%.
For CS(=O)(=O)N1CCC2(CC1)CN(Cc1ccc(C#N)cc1)C2 the results were p53ts 32C tox 3%, p53ts 39C tox 1% and IkB sig inh 3.3%[11.4 µM].
`CCCCN(c1ccccc1)S(=O)(=O)c1ccc2c(c1)CCN2C(=O)CCC(=O)O` gave p53ts 32C tox 4%, p53ts 39C tox 4%, IkB sig inh -0.6% and Peg3 imprint 2%.
`COc1cccc(/C=C/C(=O)O)c1C(C)C` gave p53ts 32C tox -10%, p53ts 39C tox 0% and Peg3 imprint -5%.
`O=C(NCC1CCCO1)c1cc2ccccc2[nH]1` (stereo not drawn) gave p53ts 32C tox -18%, p53ts 39C tox -9%, IkB sig inh 7.0% and Peg3 imprint -9%.
Screening COc1ccccc1CNC(=O)c1nnn(CC(=O)Nc2c(C)cccc2C)c1N returned p53ts 32C tox 1%, p53ts 39C tox -1%, IkB sig inh -0.7% and Peg3 imprint 11%[10.9 µM].
For Cc1ccc2c(c1)-c1c(cnn1CC(=O)N(CCC#N)c1ccccc1)CO2 the results were p53ts 32C tox 0%, p53ts 39C tox -9%, IkB sig inh -3.1% and Peg3 imprint -6%.

Screening results from PubChem BioAssay.
